Bioassay records: PubChem, Johns Hopkins Ion Channel Center
CHT inh: inhibitors of human choline transporter CHT | hit rate 0.86% among 310,000 | CHT-expressing cells, membrane potential dye, choline response; active compounds read low | Q9GZV3 | AID 488975 | B-score at 10 µM;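 active means B-score over 3 SD under the library average, and starting fluorescence ratio not unusually high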;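 further: choline stimulus applied at its EC90 after an EC20 pre-addition; B-score computed on integrated fluorescence ratio after choline addition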
Target sequence (Q9GZV3 whole entry, looked up): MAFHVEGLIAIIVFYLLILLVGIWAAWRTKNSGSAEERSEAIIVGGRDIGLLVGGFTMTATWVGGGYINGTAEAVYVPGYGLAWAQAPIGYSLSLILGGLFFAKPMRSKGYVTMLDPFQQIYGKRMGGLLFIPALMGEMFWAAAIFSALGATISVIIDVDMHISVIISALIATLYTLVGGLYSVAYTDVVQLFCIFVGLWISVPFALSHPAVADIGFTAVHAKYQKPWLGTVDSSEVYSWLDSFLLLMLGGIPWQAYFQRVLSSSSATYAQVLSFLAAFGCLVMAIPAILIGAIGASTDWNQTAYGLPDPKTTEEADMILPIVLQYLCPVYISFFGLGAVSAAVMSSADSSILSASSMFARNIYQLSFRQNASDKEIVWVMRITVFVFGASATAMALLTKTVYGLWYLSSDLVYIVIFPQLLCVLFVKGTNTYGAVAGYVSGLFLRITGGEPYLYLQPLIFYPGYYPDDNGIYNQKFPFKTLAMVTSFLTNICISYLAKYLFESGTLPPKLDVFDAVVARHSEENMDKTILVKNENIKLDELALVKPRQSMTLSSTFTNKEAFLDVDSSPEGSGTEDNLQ
CHT PAM: human CHT allosteric activation; Q9GZV3; CHT-expressing cells, membrane potential dye, choline EC20; active compounds read high; LV-AA mutant CHT in HEK293 cells; B-score at 10 µM; hit rate 0.49% among 310,000;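 active means initial fluorescence not abnormally high and integrated response B-score, plate-corrected, over 3 SD above library mean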
Starred values were filed as active, the others as inactive; i = inactive.

SMILES,CHT PAM,CHT inh
CC(C)(C)c1cc[n+](C2=C([O-])c3ccccc3C(=O)/C2=N\S(=O)(=O)c2ccccc2)cc1,i,i
Cc1ccc2[nH]c(=O)c(CC(=O)O)c(-c3ccccc3)c2c1,i,i
Cc1cccn2c(=O)nc(SCC(=O)N3CC(C)OC(C)C3)nc12 (centres undefined),i,i
O=S(=O)(N/N=C\C=C\c1ccccc1)c1ccc(Br)cc1,i,i
COCCNC(=O)CN(Cc1ccccc1)C(=O)CCC(=O)Nc1nccs1,i,i
CC(=O)N1N=C(c2ccco2)CC1c1ccc(Cl)o1 (centres undefined),i,i
Cc1cccc(CN2CCC(C(N)=O)CC2)c1,i,i
Cc1ccc(O)c(/C=N/NC(=O)CN2CCCC2)c1,i,i
COc1ccc2[nH]cc(CCNC(=O)Cc3c(F)cccc3Cl)c2c1,i,i
Cc1ccc(Cn2c(Cc3ccccc3)nc3ccccc32)cc1,i,i
CCNc1nc(NC(C)CC)nc(Oc2ccc(=O)[nH]n2)n1 (centres undefined),i,i
CC(=O)c1c(C)[nH]c(C(=O)Nc2ccc(Cl)c(S(=O)(=O)N3CCOCC3)c2)c1C,i,i
Cn1ncc(N=Cc2ccc([N+](=O)[O-])cc2)c1C(=O)Nc1ccccc1,i,i
O=C(NCc1ccccc1Cl)c1cnc2n(c1=O)CCS2,i,i
O=P(c1ccccc1)(c1ccccc1)c1nc(-c2ccccc2)oc1N1CCOCC1,i,i
Cc1cc2c(c(SCC(=O)NCCc3ccccc3)n1)C(=O)OC2,i,i
COc1ccc(Cl)cc1C(=O)NNC(=O)c1csc(N2CCOCC2)n1,i,i
C[C@@H](NC(=O)c1nc[nH]c1C(=O)N[C@@H](Cc1ccccc1)C(=O)OCc1ccccc1)c1ccccc1,i,i
COc1ccccc1CC(=O)NCC1CCCO1 (centres undefined),i,i
O=[N+]([O-])c1ccc(N2CCN(c3ccccc3)CC2)nc1,i,i
O=C(c1ccc(=O)oc1)N1CCCc2ccccc21,i,i
CC(C)(C)c1ccc(OC(=O)c2cccnc2)cc1,i,i
Cc1ccc(NS(=O)(=O)c2ccc(C(=O)N3CCN(c4ncccn4)CC3)cc2)cc1,i,i
O=S(=O)(Nc1nc2ccccc2nc1NCC1CCCO1)c1ccc(F)cc1 (centres undefined),i,i
CCOC(=O)c1[nH]c2ccc(OC)cc2c1NC(=O)CCN1CCc2ccccc2C1,i,i
CN1CCSc2ccc(C(=O)Nc3cccc(F)c3)cc21,i,i
C=CCn1c(Cc2ccccc2)nnc1SCc1nc2ccccc2c(=O)[nH]1,i,i
CC#CCN1c2ccccc2[C@]23C[C@@H](C(=O)OC)N(C(=O)NCCBr)C2=NC(C(=O)OC)=C(C(=O)OC)[C@H]13,i,i
CCOc1ccc(S(=O)(=O)NCCC(=O)NCC(c2cccs2)N2CCOCC2)cc1 (centres undefined),i,i
Cc1nn(C(C)(C)C)c(OC(=O)c2ccc3c(c2)OCO3)c1S(=O)(=O)c1ccccc1,i,i
Cc1ccc(NC(=O)CS(=O)CC(=O)N(CC(=O)NC2CCCC2)c2cc(C)ccc2C)cc1 (centres undefined),i,i
O=C(Cn1cc(SCc2ccc(Cl)cc2)c2ccccc21)N1CCOCC1,i,i
Cc1ccc(NC(=O)C2CCCN(S(=O)(=O)c3ccc4[nH]c(=O)ccc4c3)C2)nc1 (centres undefined),i,i
O=C(COc1cccc2c1CCN(Cc1ccccc1F)C2=O)N1CCCCC1,i,i
COc1cc(Cl)cc(/C=C/c2ccc3cccc(O)c3n2)c1OC,i,i
COc1ccc(NC(=O)CCN2CCC(C)CC2)cc1,i,i
COc1ccc(C(=O)NC(=S)Nc2ccccc2N2CCN(S(C)(=O)=O)CC2)cc1OC,i,i
CC(C)(C)NC(=O)COc1coc(CN2CCN(Cc3ccccc3)CC2)cc1=O,i,i
COc1ccc(-c2cc(=O)oc3cc(OCC(=O)Nc4ccc(CCO)cc4)ccc23)cc1,i,i
CN(C)S(=O)(=O)n1cc(/C=C(\NC(=O)c2ccccc2Cl)C(=O)N2CCCC2)c2ccccc21,i,i
O=C(NCCOCCOCCNC(=O)c1cccnc1)c1cccnc1,i,i
CC(NS(=O)(=O)c1ccc(OCC(=O)NCc2ccccn2)cc1)c1ccccc1 (centres undefined),i,i
CCN(CC(=O)Nc1c(F)cccc1F)C(=O)/C=C/c1ccc2ccccc2n1,i,i
Cn1c(NC(=O)C(C)(C)Oc2ccc(Cl)cc2)cc(=O)n(C)c1=O,i,i
CCNc1nc(Cl)nc(NCc2ccccc2)n1,i,i
Cc1ccc(N(Cc2ccco2)C(=O)c2ccc(N3CCCCC3)c([N+](=O)[O-])c2)cc1,i,i
CCOC(=O)C[n+]1ccc2c([nH]c3ccccc32)c1C,i,i
c1ccc(NCc2ccccn2)cc1,i,i
CNc1nc2c(N)ncnc2n1[C@H]1O[C@@H](CO)[C@H](O)[C@@H]1O,i,-7.6*
Cc1nc(NC(=S)NC(=O)c2cccs2)sc1C(=O)N(C)C,i,i
COc1ccccc1OCCn1c(=O)oc2ccc(C)cc21,i,i
CC(=O)Nc1ccc(NC(=O)CSc2nnnn2-c2ccccc2F)cc1,i,i
COc1ccc(CNCc2ccc3ccccc3c2)c(OC)c1,i,i
On1ccccc1=S,i,i
O=S(=O)(Nc1ccc(N2CCCCC2)cc1)c1ccccc1,i,i
N/C(=N\c1nc2ccccc2o1)NC(=O)c1ccccc1F,i,i
Cc1ccc(S(=O)(=O)N2CCN(c3ccccc3)CC2)cc1C,i,i
C=C(C)C(=O)Nc1cccc(C2=NOC3(C2)C[C@H](C(N)=O)N(C(=O)c2ccccc2)C3)c1 (some centres undefined),i,i
O=C(NNC1CC(=O)N(c2cccc(Cl)c2)C1=O)c1cccnc1 (centres undefined),i,i
CS(=O)(=O)c1ccc2nc(NC(=O)C3=NN(c4ccccc4)C(=O)CC3)sc2c1,i,i

Part of the list above in order of length of the SMILES, largest number first:
SMILES,CHT PAM,CHT inh
CN(C)S(=O)(=O)n1cc(/C=C(\NC(=O)c2ccccc2Cl)C(=O)N2CCCC2)c2ccccc21,i,i
Cn1c(NC(=O)C(C)(C)Oc2ccc(Cl)cc2)cc(=O)n(C)c1=O,i,i
C=CCn1c(Cc2ccccc2)nnc1SCc1nc2ccccc2c(=O)[nH]1,i,i

(continued)
SMILES,CHT PAM,CHT inh
C/C(=N\Nc1nnc(-c2ccccc2)c(-c2ccccc2)n1)c1cccc([N+](=O)[O-])c1,i,i
Cc1cccc(N2CCN(C(=O)c3ccc(Cl)c(NC4=NC5CS(=O)(=O)CC5S4)c3)CC2C)c1 (centres undefined),i,i
CCOc1ccc(N2C(=O)Nc3ccccc3C2(O)C(=O)NCc2ccc(F)cc2)cc1 (centres undefined),i,i
O=C(NNc1ccccn1)C(=O)NNS(=O)(=O)c1ccc(Cl)cc1,i,i
N#CC1(P(=O)(c2ccccc2)c2ccccc2)CC1,i,i
COc1ccc(CCNC(=O)Cn2nc(C)c3c(C)n(-c4ccccc4)nc3c2=O)c(OC)c1,i,i
COc1ccc(C2CC(=O)c3cnc(NC(=O)c4ccco4)nc3C2)cc1 (centres undefined),i,i
CCCS(=O)(=O)N1CCC(C(=O)N2CCN(Cc3ccccc3)CC2)CC1,i,i
O=C(Cn1c(=O)cnc2ccccc21)N1CCN(S(=O)(=O)c2cccc([N+](=O)[O-])c2)CC1,i,i
C/C(=N\NC(=O)c1ccoc1C)c1ccccc1O,i,i
c1ccc(-c2nccc(-c3ccc(-n4cnc5ccccc54)cc3)n2)cc1,i,i
CCn1c(=O)c2sccc2n(Cc2cccc(C)c2)c1=O,i,i
O=C(Nc1nnc(-c2cccs2)o1)c1ccco1,i,i
O=C(CCCC(=O)N(c1ccc(F)cc1)C(C(=O)NC1CCCC1)c1ccc(O)cc1)Nc1ccccn1 (centres undefined),i,i
CC(=O)Nc1ccc(N=Cc2ccc(OCc3ccccc3)cc2)cc1,i,i
Cc1ccc(N2C(=O)C3CCCN3C2=S)cc1C (centres undefined),i,i
CCOC(=O)c1ccc(-n2c(-c3ccco3)nc3ccccc3c2=O)cc1,i,i
COc1cccc(/C=N/NC(=O)c2cnn(-c3ccccc3)c2N)c1,i,i
O=C(CCCOc1ccccc1)NCc1ccco1,i,i
CCc1ccc(N2CC(C(=O)OCC(=O)NC3CCS(=O)(=O)C3)CC2=O)cc1 (centres undefined),i,i
COc1ccc2cc(C(=O)C3CCCN(C(=O)c4cncs4)C3)ccc2c1 (centres undefined),i,i
COc1ccc(C(=O)N(CCc2ccccc2)Cc2ccccc2)cc1S(=O)(=O)N1CCOCC1,i,i
O=C(CSc1nc2ccccc2c(=O)n1-c1ccc(F)cc1)Nc1cc(S(=O)(=O)N2CCOCC2)ccc1Cl,i,i
COc1ccc(-c2cc(C(=O)NCCN3CCOCC3)c3ccccc3n2)c(OC)c1,i,i
Cc1ccc(S(=O)(=O)N(C)CC(=O)OCC(=O)N2CC(=O)Nc3ccccc32)cc1,i,i
COc1cc2c(cc1OC)C1CC(=O)C(CC(C)C)CN1CC2 (centres undefined),i,i
CSc1nsc(SC)c1NC(=O)N1CCCC1,i,i
CCOc1ccc(-n2c(SC(C)C(=O)OC)nc3c(c2=O)SCC3)cc1 (centres undefined),i,i
CCOC(=O)N1CCN(C(=O)c2cnsn2)CC1,i,i
C=CCN1CN(S(=O)(=O)c2cccc(Cl)c2)c2nc3ccccc3nc21,i,i
Cc1ccc(CNC(=O)c2cc3ccccc3oc2=O)cc1,i,i
COc1ccc(C(=O)C2CCCN(Cc3c[nH]c4ccccc34)C2)c(OC)c1 (centres undefined),i,i
CCN(CC)S(=O)(=O)c1ccc(O)c(C(=O)OCC(=O)N2CCCC2)c1,i,i
CCN(CC)c1ccc(/C=C(/C#N)c2nc3ccc(C)cc3[nH]2)c(OC(C)C)c1,i,i
CN1CCN(Cc2nc(Cc3cccc(F)c3)no2)CC1c1ccccc1 (centres undefined),i,i
Fc1ccc(-n2cc(CNCCc3ccncc3)c(-c3ccccc3Cl)n2)cc1,i,i
Cc1cccc(NC(=O)CSCC(=O)N(CCC(C)C)c2c(N)n(Cc3ccccc3)c(=O)[nH]c2=O)c1,i,i
CCC(=O)N1CCc2cc(S(=O)(=O)CCC(=O)O)ccc21,i,i
O=C(CNC(=O)N1CC(=O)Nc2ccccc21)Nc1ccc(F)c(Cl)c1,i,i
COC(=O)c1cc(N=Nc2sc(N)nc2C)cc(C(=O)OC)c1,i,i
Cc1ccc(C(=O)NNC(=O)c2csc(N3CCOCC3)n2)o1,i,i
O=C(CS(=O)(=O)c1ccccc1)Nc1nnc(Cc2ccccc2)s1,i,i
CCN(CC)S(=O)(=O)c1ccc(Cl)c(C(=O)NCC2CCCO2)c1 (centres undefined),i,i
CCN1CCN(c2ccc(NC(=O)c3cccc4ncccc34)cc2)CC1,i,i
CC(=O)Nc1nc2n(n1)C(c1ccc(F)cc1)C=C(c1ccccc1)N2 (centres undefined),i,i
COc1ccc(-n2c3c(cc(C#N)c2=O)C(=O)CCC3)cc1,i,i
N#CC1=C(SCc2ccccc2Cl)NC(=O)C(C(N)=O)C1 (centres undefined),i,i
O=S(=O)(NC(=S)NC1CCCCC1)c1ccc(Cl)cc1,i,i
Cc1cccc(OCCNC(=O)CSc2ccc(C(F)(F)F)cc2[N+](=O)[O-])c1,i,i
O=C(c1ccc(F)cc1)N1CCN(C2CCCCC2)CC1,i,i
C/C(=N\NC1=NCCN1)c1ccccc1,i,-6.5*
CCOC(=O)N/N=C\c1ccc(OC/C=C/c2ccccc2)c(OC)c1,i,i
Cc1ccc(S(=O)(=O)c2nc(N3CCOCC3)sc2Cl)cc1,i,i
CCC(C)n1c(SCC(=O)Nc2cc(C)on2)nc2ccccc2c1=O (centres undefined),i,i
COCCCNC(=S)N1CCN(c2nc(-c3ccccc3)cs2)CC1,i,i
Cc1nc(SCC#N)c2c3c(sc2n1)CCC3,i,i
COc1cc(-c2[nH]ncc2CN2CCCC2c2nonc2C)cc(OC)c1OC (centres undefined),i,i
CCCSc1nc(C)c(C(C)=O)cc1C#N,i,i
Cc1ccc(C(=O)NCCc2nc3ccccc3[nH]2)cc1[N+](=O)[O-],i,i
COC(=O)Cc1nc(Nc2ccccc2)sc1C,i,i

Complete entries, quoted from the list.
CCN(CC)S(=O)(=O)c1ccc(Cl)c(C(=O)NCC2CCCO2)c1 (centres undefined) in the list: CHT PAM = i; CHT inh = i
Cc1cccc(OCCNC(=O)CSc2ccc(C(F)(F)F)cc2[N+](=O)[O-])c1 in the list: CHT PAM = i; CHT inh = i
Fc1ccc(-n2cc(CNCCc3ccncc3)c(-c3ccccc3Cl)n2)cc1 in the list: CHT PAM = i; CHT inh = i

(more compounds)
SMILES,CHT PAM,CHT inh
CCN1CCN(C(c2cccc(OC)c2)c2sc3nc(C)nn3c2O)CC1 (centres undefined),i,i
CC(C)n1cnc2cc(NCc3nc4ccccc4n3C)ccc21,i,i
Cc1cccc(C(=O)Oc2ccc(/C=N/NC(=O)c3ccccc3O)cc2)c1,i,i
CCC(=O)N1CCc2cc(S(=O)(=O)N3CCc4ccccc43)ccc21,i,i
COc1cc(C=O)ccc1OCCOCCOc1ccc(Cl)cc1,i,i
COc1cccc(-c2nn(-c3ccccc3)cc2/C=C\C(=O)c2cccs2)c1,i,i
COc1cccc(C(=O)Nc2nc(SCc3ccc(Cl)cc3)n[nH]2)c1,i,i
